# Assay outcomes (PubChem)
# hIAP block – blocks human intestinal alkaline phosphatase. actives 0.12% (n = 330,000). inhibition, % at 10 µM. purified IAP, CDP-Star luminescence, 30 min. P09923;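 active means inhibition reaching a set limit with compound at 10 µM in the primary screen, cut at about 35% in these data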;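 further: plate controls were DMSO wells with enzyme for no effect and no-enzyme buffer wells for full effect; values of inactives mirror those of a sister screen read the other way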
# Target sequence (P09923 whole entry, looked up): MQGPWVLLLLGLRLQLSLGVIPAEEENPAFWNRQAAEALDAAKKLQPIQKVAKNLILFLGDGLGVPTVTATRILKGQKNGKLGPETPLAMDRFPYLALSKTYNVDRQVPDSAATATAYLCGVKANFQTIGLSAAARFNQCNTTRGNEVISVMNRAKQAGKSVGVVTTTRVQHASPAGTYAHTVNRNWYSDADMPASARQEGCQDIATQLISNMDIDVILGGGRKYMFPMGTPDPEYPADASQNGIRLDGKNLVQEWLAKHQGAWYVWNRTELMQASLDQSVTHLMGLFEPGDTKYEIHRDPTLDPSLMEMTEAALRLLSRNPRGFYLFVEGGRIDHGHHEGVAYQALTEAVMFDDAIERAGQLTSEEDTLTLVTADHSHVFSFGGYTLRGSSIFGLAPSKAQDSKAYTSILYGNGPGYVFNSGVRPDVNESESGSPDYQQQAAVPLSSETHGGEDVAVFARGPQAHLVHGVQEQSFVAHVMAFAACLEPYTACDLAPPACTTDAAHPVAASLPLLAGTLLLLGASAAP
# A3A deaminase – inhibitors of human APOBEC3A DNA deaminase; P31941; inhibition, % at 20 µM; recombinant A3A, FAM/TAMRA ssDNA deamination fluorescence; actives 0.41% (n = 330,000);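 active means at least 40% inhibition at 20 µM here, with at most 30% in a related deaminase screen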;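 further: plate controls were A3A with DMSO for no effect and wells lacking A3A enzyme for full effect; some results filed as inactive read as strong as hits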
# Target sequence (P31941 whole entry, looked up): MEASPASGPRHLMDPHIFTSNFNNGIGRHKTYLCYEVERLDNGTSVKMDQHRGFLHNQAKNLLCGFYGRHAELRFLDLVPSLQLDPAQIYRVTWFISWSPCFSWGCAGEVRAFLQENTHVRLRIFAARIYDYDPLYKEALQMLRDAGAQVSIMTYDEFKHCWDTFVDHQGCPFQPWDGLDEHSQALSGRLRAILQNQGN
# mIAP activ – increases mouse intestinal alkaline phosphatase activity | muIAP, CDP-Star luminescence, 30 min; active compounds read high; 1 = vehicle-only enzyme signal, 0 = enzyme-free wells | activation factor at 10 µM | actives 0.24% (n = 330,000) | AID 2805;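 active means activation factor of at least 2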; further: the source names both 10 and 20 µM as test concentration; values of inactives mirror those of a sister screen read the other way
#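 Assay system: mouse IAP enzyme; reagent: chemiluminescent substrate CDP-Star; dosing: test compounds delivered from DMSO solution; schedule: 30 min at room temperature; measured by: luminescence from enzymatic CDP-Star hydrolysis; controls: DMSO-only wells and no-enzyme negative control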
# tim10-1 inh – tim10-1 yeast growth inhibition; inhibition, % at 20 µM; actives 2.2% (n = 330,000); S. cerevisiae tim10-1 ts strain growth, BacTiter-Glo, 24 h; AID 463190;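 active means inhibition of at least 40%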;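 further: mutant grown at 25 °C; 0% = DMSO wells with yeast and 100% = wells holding no yeast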
# mIAP inh – mouse IAP inhibition | purified mouse IAP, CDP-Star luminescence, 30 min | AID 2806 | actives 0.2% (n = 330,000) | inhibition, % at 10 µM;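 active means inhibition of at least 40% at 10 µM in the primary screen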;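 further: plate controls were DMSO with enzyme for no effect and no enzyme wells for full effect; values of inactives mirror those of a sister screen read the other way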
# TIM10 inh – growth inhibitors of TIM10 yeast strain; actives 1.4% (n = 330,000); AID 463195; S. cerevisiae TIM10 strain growth, BacTiter-Glo luminescence, 24 h; inhibition, % at 10 µM;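 active means inhibition of 40% or more at the single tested concentration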;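 further: wild-type TIM10 isogenic control strain grown at permissive 25 °C; 0% = DMSO yeast wells and 100% = minimal medium wells without yeast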
# NALP3 yeast inh – inhibitors of NALP3 inflammasome in yeast | inhibition, % at 10 µM | actives 0.39% (n = 330,000) | Yeast reconstituted NLRP3/ASC/caspase-1, beta-gal luminescence, 24 h;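 active means inhibition of 50% or more; inactive means inhibition below 50%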;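 further: plate controls were induced DMSO wells for no effect and uninduced yeast grown without galactose for full effect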
# APOBEC3G inh – blocks human APOBEC3G single-stranded DNA deamination. inhibition, % at 20 µM. recombinant A3G, ssDNA deamination FAM/TAMRA fluorescence. actives 0.28% (n = 330,000). Q9HC16;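 active means inhibition of at least 40% at 20 µM, with no more than 30% in the related APOBEC3A deaminase screen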;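 further: plate controls were DMSO wells with A3G for no effect and wells lacking A3G enzyme for full effect; some compounds called inactive have numbers as strong as hits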
# Target sequence (Q9HC16 whole entry, looked up): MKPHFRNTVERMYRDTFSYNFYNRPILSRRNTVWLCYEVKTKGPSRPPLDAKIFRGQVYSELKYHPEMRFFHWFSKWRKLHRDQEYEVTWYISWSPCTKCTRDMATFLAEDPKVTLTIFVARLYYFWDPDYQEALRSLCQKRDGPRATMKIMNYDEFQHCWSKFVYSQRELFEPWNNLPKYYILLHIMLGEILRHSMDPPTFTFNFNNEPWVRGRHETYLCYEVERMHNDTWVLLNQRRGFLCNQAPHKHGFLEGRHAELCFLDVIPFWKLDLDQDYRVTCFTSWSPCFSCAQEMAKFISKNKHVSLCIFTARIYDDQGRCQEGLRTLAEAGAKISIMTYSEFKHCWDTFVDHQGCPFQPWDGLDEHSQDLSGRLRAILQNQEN
# MIN6 prolif – induces beta-cell replication in MIN6 cells. MIN6 cells proliferation, ATPlite luminescence, 48 h; cells starved in 0.2% serum; 100% = growth in 10% serum. proliferation, % at 10 µM. actives 0.29% (n = 330,000). AID 2380;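 active means compounds whose signal lies at least 3.5 SD above the mean of all wells on their plate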;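 further: 0% = DMSO-treated cells in low-serum medium and 100% = 10% serum control; some compounds called inactive have numbers as strong as hits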
# Numbers without * were called inactive; x = no result given.
SMILES,hIAP block,A3A deaminase,mIAP activ,tim10-1 inh,mIAP inh,TIM10 inh,NALP3 yeast inh,APOBEC3G inh,MIN6 prolif
COC(C)(C)[C@@H](O)COc1c2ccoc2cc2oc(=O)ccc12,22,-1,0.95,2,5,11,11,-10,8
CCN1CCN(C(=O)C2CCN(S(=O)(=O)c3cc(Cl)ccc3Cl)CC2)CC1,5,-7,0.96,13,4,-1,5,-10,-3
Cc1ccc(-n2ncc(C(=O)N3CCN(C(=O)c4ccco4)CC3)c2-n2cccc2)cc1,23,-1,1,34,-2,8,-3,-3,8
Cc1ccc(NC(=O)c2ccc([N+](=O)[O-])cc2)cc1S(=O)(=O)N(C)C,15,2,0.9,19,10,8,20,-2,-2
Cc1ccc(C(=O)Nc2ccccc2)cc1S(=O)(=O)Nc1ccc(Cl)cn1,28,-2,0.9,-10,10,0,9,-9,2
O=C(c1ccccc1)c1cnc2ccc(Cl)cc2c1N1CCOCC1,8,-1,0.78,17,22,-7,5,-2,-1
COc1cccc(/C=N/NC(=O)CCc2c(C)n[nH]c2C)c1,-4,4,1.1,11,-11,18,2,4,-5
COCCN(C(=O)c1csnn1)C(C(=O)NC1CCCCC1)c1ccccc1 (stereo not drawn),-28,-3,0.99,7,1,-12,-5,-2,2
COc1ccc([N+](=O)[O-])cc1NC(=O)COC(=O)Cn1cnc2ccccc2c1=O,-6,-4,0.99,4,1,4,-2,-4,-1
COC(=O)c1cc(OC)c(OC)cc1NC(=O)CSCc1c(C)noc1C,-4,-2,1,10,-1,-6,17,-5,-2
COc1ccc(C(CNC(=O)c2ccco2)N2CCOCC2)cc1 (stereo not drawn),0,1,1.1,-4,-6,0,22,-6,-4
CC/C(=N\NS(C)(=O)=O)c1ccccc1,-6,-1,1,18,-5,10,-5,-10,0
CS(=O)(=O)c1ccc(C(=O)NNC(=O)c2cccs2)cc1,4,-3,1,4,0,1,12,-8,-2
O=C(OCC(=O)N1CCN(C(=O)c2ccco2)CC1)c1cc(-c2ccccc2)nc2ccccc12,-3,1,0.97,2,2,9,9,-5,-3
Cc1ccnc(N2CCC(C(=O)Nc3cccc(C(F)(F)F)c3)CC2)n1,-5,0,1.2,52*,-24,42*,13,-4,-1
COc1cc(CN2CCN(CCCc3ccccc3)C(CCO)C2)cc(OC)c1O (stereo not drawn),8,-2,1,7,-5,-14,18,-5,0
c1ccc(Cc2nn3c(Cn4nnc5ccccc54)nnc3s2)cc1,-3,4,0.99,5,1,-7,11,14,-2
CCc1cccc(NC(=O)C2CCCN(S(=O)(=O)c3cccs3)C2)c1 (stereo not drawn),-2,3,1.1,19,-13,26,21,-1,-3
COc1ccc(NC(=S)Nc2ccccc2)cn1,0,0,0.88,-4,12,-7,22,-7,-2
Cc1cnc(C(=O)OCC(=O)Nc2ccc(OCc3ccccc3)cc2)cn1,7,-5,0.98,10,2,3,17,-7,-3
CCn1ncc(S(=O)(=O)Nc2cc(Cl)ccc2C)c1C,8,-2,1,15,0,5,14,-3,5
COc1cccc(Cn2cccc(NC(=O)NCc3ccccc3)c2=O)c1,38*,4,0.95,27,5,7,28,-6,0
O=C(C1=C(O)C(=O)N(c2nccs2)C1c1ccccc1)c1cc2ccccc2o1 (stereo not drawn),-11,-5,1,6,-1,-1,15,-12,5
Cc1nn(C)c(C)c1S(=O)(=O)N(CC(=O)NC1CCCCCC1)c1ccc(C(C)C)cc1,-18,1,0.93,9,7,3,0,1,6
COC(=O)CCC(=O)N1CCCC(N2CCN(c3ccc(OC)cc3)CC2)C1 (stereo not drawn),15,-1,0.95,1,5,-4,10,-7,1
# Remaining list, next part:
SMILES,hIAP block,A3A deaminase,mIAP activ,tim10-1 inh,mIAP inh,TIM10 inh,NALP3 yeast inh,APOBEC3G inh,MIN6 prolif
CCOC(=O)N1CCN(C(=O)C2CCN(S(=O)(=O)N(CC)CC)CC2)CC1,15,-1,0.98,5,2,-3,3,-6,0
CCOC(=O)N1CCC(c2cc(=O)n3[nH]cc(C(=O)OC)c3n2)CC1,-8,1,0.99,22,1,-1,27,10,1
Cc1cc(C(F)(F)F)n2ncc(-c3ccc(F)cc3)c2n1,6,8,0.79,7,21,-16,19,3,3
CC(=O)N1CCN(C(=O)C2(NC(=O)Nc3ccc(C)cc3)CCCCC2)CC1,16,2,0.95,2,5,-13,16,-1,0
COC(=O)c1nnn(CC(=O)Nc2cccc(OC)c2)c1C(=O)OC,10,-1,1,3,0,5,-4,-4,-2
COc1ccccc1S(=O)(=O)Cc1ccc(C(=O)NCc2ccc3c(c2)OCO3)o1,15,3,0.98,7,2,-13,24,1,5
O=C(CSc1nnc(-c2ccc(O)cc2)o1)N1CCOCC1,-12,-1,1,2,-1,-12,15,-1,0
COc1ccccc1C(=O)NNC1CC(=O)N(c2ccc3c(c2)OCCO3)C1=O (stereo not drawn),-10,-7,1.1,-17,-7,-2,-9,-8,4
CNC(=O)c1cc(C(=O)c2ccccc2Br)c[nH]1,-8,-5,1,13,-3,3,-6,-9,-4
CC(C)CC(=O)Nc1nc2c(c(=O)[nH]1)CCCC2,2,2,1,13,-2,9,-3,2,1
COc1cc([N+](=O)[O-])cc(/C=N/NC(=O)Cn2nccc2C)c1O,-36,7,0.93,1,7,8,19,1,-2
O=C(O)c1[nH]c2ccc(Cl)cc2c1CC(=O)N1CCN(C(=O)c2ccco2)CC1,-3,1,0.95,5,5,3,-1,1,-1
C=CCOc1ccc(Cl)cc1CNC1CCCC1,6,2,1,17,-1,-3,1,-2,-4
Cc1c(NC(=O)CSc2nnc3c4ccccc4n(CCc4ccccc4)c3n2)c(=O)n(-c2ccccc2)n1C,-20,4,0.99,22,1,12,13,-2,1
CC1CCN(CCCNC(=O)C2CCC(=O)N2C2CCCC2)CC1 (stereo not drawn),-15,2,1.1,-7,-6,-9,7,1,0
O=C(N/N=C/c1ccccn1)c1ccc(NC(=O)c2cccc([N+](=O)[O-])c2)cc1,-1,2,0.89,-32,11,-3,9,1,0
O=C(NCCc1c[nH]c2ccccc12)C(=O)NCC(c1ccco1)N1CCN(c2ccccc2)CC1 (stereo not drawn),5,1,0.96,4,4,11,18,1,0
OC1(CC#CCN2CCCCC2)c2ccccc2-c2ccccc21,-11,4,1,-2,-2,1,23,11,-2
CCOC(=O)c1sc2ncn(CC(=O)Nc3cc(C)on3)c(=O)c2c1C,-1,-2,1,1,-4,9,-5,-5,1
COc1cc(/C=N/NC(=O)C(=O)N2CCCCCC2)ccc1O,14,0,1,9,-3,17,-14,-1,4
O=C(Nc1ccc(OC(F)F)c(Cl)c1)Nc1ccc2c(c1)OCO2,-12,0,2,8,-98,-7,1,-3,-6
CS(=O)(=O)N(CC(=O)Nc1ccccc1Sc1ccccc1)c1ccc(F)cc1,3,2,1,17,-1,3,12,1,-4
CC1(C)CC(=O)C2=C(C1)Nc1nc(SCCN3CCOCC3)[nH]c(=O)c1C2c1cccs1 (stereo not drawn),19,-2,1,5,-5,-1,10,-5,0
CCC(=O)NCCc1nc2cc(NC(=O)c3ccc(Cl)cc3)ccc2n1C,-7,0,1,-4,-1,1,8,-7,-3
Cc1cccc(OCC(=O)NC2CCCc3ccccc32)c1C (stereo not drawn),-9,0,1,18,0,3,25,0,0

# An excerpt of these results, as tab-separated lines:
smiles	hIAP block	A3A deaminase	mIAP activ	tim10-1 inh	mIAP inh	TIM10 inh	NALP3 yeast inh	APOBEC3G inh	MIN6 prolif
COc1cc(CN2CCN(CCCc3ccccc3)C(CCO)C2)cc(OC)c1O (stereo not drawn)	8	-2	1	7	-5	-14	18	-5	0
c1ccc(Cc2nn3c(Cn4nnc5ccccc54)nnc3s2)cc1	-3	4	0.99	5	1	-7	11	14	-2

# Back to the main list with the 4 entries that preceded the break.
SMILES,hIAP block,A3A deaminase,mIAP activ,tim10-1 inh,mIAP inh,TIM10 inh,NALP3 yeast inh,APOBEC3G inh,MIN6 prolif
CS(=O)(=O)N(CC(=O)Nc1ccccc1Sc1ccccc1)c1ccc(F)cc1,3,2,1,17,-1,3,12,1,-4
CC1(C)CC(=O)C2=C(C1)Nc1nc(SCCN3CCOCC3)[nH]c(=O)c1C2c1cccs1 (stereo not drawn),19,-2,1,5,-5,-1,10,-5,0
CCC(=O)NCCc1nc2cc(NC(=O)c3ccc(Cl)cc3)ccc2n1C,-7,0,1,-4,-1,1,8,-7,-3
Cc1cccc(OCC(=O)NC2CCCc3ccccc32)c1C (stereo not drawn),-9,0,1,18,0,3,25,0,0
Cc1cc2c(nn1)CCc1c-2no[n+]1[O-],1,-2,1.1,-20,-8,-8,6,-7,2
CC(=O)c1sc(NC(=O)c2ccccc2F)nc1-c1ccccc1,-6,-7,1,18,-5,35,21,-3,-2
CCc1sc(N(C(=O)Cc2ccccc2)c2ccc(F)cc2)nc1-c1ccccc1,11,-4,0.9,30,10,23,14,15,-7
CCOc1ccccc1NC(=O)c1ccc2c(c1)C(=O)N(CC)C2=O,-10,-3,0.99,-5,1,-3,7,-1,0
CCCCOC(=O)Nc1nc2ccccc2s1,-10,-1,0.98,5,2,11,28,0,-4
Cc1nn(CC(=O)NCCN2CCOCC2)c(C)c1[N+](=O)[O-],-4,-2,1.1,1,-6,-2,14,1,-3
CC(C)c1ccc(C2CC(=O)N3CN(C)CSC3=C2C#N)cc1 (stereo not drawn),5,1,0.89,1,12,-3,6,4,1
Cc1cc2oc(=O)cc(CN3CCCCC3C)c2c(C)c1Cl (stereo not drawn),0,0,1,29,-2,18,0,2,-2
COc1ccc(S(=O)(=O)n2cnc3cc(C)c(C)cc32)cc1C,9,-1,0.91,24,9,14,9,-6,-2
COc1ccc2[nH]c3c(c2c1)CCN1C(=O)C(CC(=O)NCc2ccc(OC)c(OC)c2)C[C@H](C(=O)N2CCCCC2)[C@@]31CCc1ccccc1 (stereo partly drawn),x,3,1.1,21,-13,17,x,7,x
CC(Sc1nnc(C2CC2)n1-c1ccccc1)C(=O)N1CCCC1 (stereo not drawn),5,1,1,9,-2,-1,8,3,3
Cc1cc(NS(=O)(=O)c2ccc(NC(=S)NC(=O)c3ccccc3)cc2)no1,7,-3,0.97,8,3,4,9,-7,0
c1ccc(-c2nc3ccccn3c2NCc2ccc3c(c2)OCO3)cc1,-11,2,0.99,37,1,27,13,-3,1
CCOC(=O)CSC1=NC(=O)/C(=C/c2ccc(OC)cc2)S1,-3,-3,0.75,40*,25,59*,21,-4,-3
CC(C)C(=O)Nc1ccc2c3c(cccc13)CC2,-3,-1,0.97,-16,3,1,25,-2,2
COc1ccccc1OCc1nnc(SCC(=O)Nc2ccc(C)cc2)n1C,9,0,0.96,6,4,-3,12,1,5
CCCSc1nsc(NC(=O)C(c2ccccc2)c2ccccc2)n1,-7,-2,0.91,-8,9,4,7,-5,-7
COc1cc(C(=O)NC(=S)Nc2ccc(Cl)c(C(=O)O)c2)cc(OC)c1OC,8,-1,0.97,3,3,8,26,0,0
CCOC(=O)c1nnn(-c2nonc2N)c1-c1ccc(F)cc1,10,0,1.1,32,-5,21,-3,-5,-4
Cc1ccc2oc(-c3cccc(N)c3)nc2c1,-8,-1,0.94,13,6,1,15,-7,-3
Cc1cc2oc(C(=O)Nc3ccc(S(N)(=O)=O)cc3)c(C)c2cc1Cl,-3,-3,0.96,5,4,-16,15,-10,-4
CC[n+]1c(/C=C2/C=C(C)CC(C)(C)C2)sc2ccc(OC)cc21,4,1,0.96,29,4,34,15,8,-7
CCOc1ccc(OCC(=O)N(CCC2=CCCCC2)c2c(N)n(Cc3ccccc3)c(=O)[nH]c2=O)cc1,-19,5,1.1,-5,-9,16,24,-1,-7
COc1ccc(NC(=O)c2cc3cc(OC)ccc3oc2=N)cc1,15,-2,0.93,25,7,23,24,-3,2
